KLK5 inh: human KLK5 protease inhibitors, primary screen, biochemical, 1536-well. recombinant hK5, fluorogenic AMC substrate cleavage. inhibition, % at 5 µM. hit rate 0.59% among 210,000. AID 873, 2007;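 active means inhibition of 40% or more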;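 further: 0% = enzyme controls without compound and 100% = no-enzyme blanks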
Furin inh: human furin inhibitors, primary screen, biochemical, fluorescence intensity | hit rate 0.061% among 220,000 | inhibition, % at 30 µM | purified furin, fluorogenic substrate cleavage | P09958; in the data active means inhibition above about 25%; further: inactives centre near -15
Thrombin inh: human alpha-thrombin inhibitors, primary screen, counter-screen for coagulation protease inhibitor project, biochemical, 1536-well, fluorogenic AMC substrate | hit rate 0.26% among 220,000 | inhibition, % at 5 µM | AID 1046, 2008 | Boc-VPR-AMC fluorogenic substrate cleavage | Prothrombin (Homo sapiens), P00734;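 active means inhibition at or above 40%; inactive means inhibition below 40%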;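 further: 0% = enzyme with no compound and 100% = wells without enzyme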
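System – human alpha-thrombin · Medium – pH 7.5 Tris (50 mM) with NaCl 150 mM, Tween 20 0.05% · Compound – single-point dosing at 5 µM, 0.2% DMSO · Incubation – enzyme reaction carried out at room temperature · Technique – fluorescence of released AMC, ex 355 nm, em 460 nm · Read-out basis – % inhibition of thrombin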
FXIIa inh 1536: human FXIIa protease inhibitors, primary screen, biochemical, 1536-well; Coagulation factor XII (Homo sapiens), P00748; purified FXIIa, Boc-QGR-AMC fluorogenic substrate, 2 h; inhibition, % at 5 µM; hit rate 0.3% among 220,000; in the data active means inhibition above about 40%;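 further: 0% = enzyme with no compound and 100% = blank without enzyme; many of its hits are not listed in these tables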
Target sequence (P00748 20-372 limits assumed): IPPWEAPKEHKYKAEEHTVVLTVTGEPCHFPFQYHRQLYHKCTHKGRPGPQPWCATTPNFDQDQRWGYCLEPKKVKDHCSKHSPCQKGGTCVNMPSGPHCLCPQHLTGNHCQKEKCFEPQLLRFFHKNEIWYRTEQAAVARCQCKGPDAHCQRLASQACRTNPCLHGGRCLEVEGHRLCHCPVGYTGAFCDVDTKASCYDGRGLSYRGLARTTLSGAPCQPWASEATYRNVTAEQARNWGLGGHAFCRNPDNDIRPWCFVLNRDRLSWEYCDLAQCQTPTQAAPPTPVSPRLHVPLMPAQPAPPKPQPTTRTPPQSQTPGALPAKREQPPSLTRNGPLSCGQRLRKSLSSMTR
Target sequence (P00748 373-615 limits assumed): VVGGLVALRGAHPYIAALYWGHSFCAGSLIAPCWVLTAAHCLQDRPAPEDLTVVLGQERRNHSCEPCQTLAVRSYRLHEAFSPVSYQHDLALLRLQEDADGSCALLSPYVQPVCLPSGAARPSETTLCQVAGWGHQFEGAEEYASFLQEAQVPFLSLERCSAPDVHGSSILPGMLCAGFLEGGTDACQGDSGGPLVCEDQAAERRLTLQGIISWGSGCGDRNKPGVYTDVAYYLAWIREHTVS
FXIa inh 1536: human FXIa protease inhibitors, primary screen, biochemical, 1536-well; inhibition, % at 5 µM; purified FXIa, Boc-Glu-Ala-Arg-AMC fluorogenic substrate; hit rate 0.14% among 220,000;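 active means inhibition of at least 40%; inactive means inhibition below 40%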;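 further: fluorescence of freed AMC excited at 355 nm; 0% = enzyme without compound and 100% = no enzyme blank; many of its hits are not listed in these tables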
Rad51 HR inh: human RAD51 strand exchange inhibitors, primary screen, biochemical, fluorescence | DNA repair protein RAD51 homolog 1 (Homo sapiens), Q06609 | hRad51 DNA strand exchange, fluorescence dequenching | inhibition, % at 10 µM | hit rate 0.085% among 200,000;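 active means inhibition above 40% at the single screening dose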;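 further: 0% = DMSO control wells and 100% = blanks with heterologous ssDNA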
Target sequence (Q06609 whole entry, looked up): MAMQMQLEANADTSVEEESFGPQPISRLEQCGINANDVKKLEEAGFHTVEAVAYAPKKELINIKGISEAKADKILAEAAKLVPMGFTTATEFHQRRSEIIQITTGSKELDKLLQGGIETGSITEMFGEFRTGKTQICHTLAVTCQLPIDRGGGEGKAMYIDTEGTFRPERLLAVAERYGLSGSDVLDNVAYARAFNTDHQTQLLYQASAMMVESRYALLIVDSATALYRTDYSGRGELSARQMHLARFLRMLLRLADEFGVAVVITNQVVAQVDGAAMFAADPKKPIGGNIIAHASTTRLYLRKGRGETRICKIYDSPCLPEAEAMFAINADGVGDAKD
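System: hRad51 filaments on single-stranded DNA; reagent: Fluorescein- and BHQ1-tagged 47-mer duplex; compound dosing: one concentration, 10 µM final; timing: filaments 15 min 37 °C, then compound 30 min; measured by: fluorescein emission 520 nm, excitation 485 nm; benchmarks: per-plate controls and blanks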
KCC2 mod: KCC2 cotransporter modulators, thallium flux, primary screen, cell-based, HEK293 KCC2, FluoZin-2 fluorescence, MLSMR; KCC2 cells, thallium flux FluoZin-2 fluorescence; B-score of Tl+ flux slope (higher = more flux/activation; lower = inhibition) at 10 µM; hit rate 2.2% among 190,000;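 active means thallium flux slope and its plate-corrected score both differing from the plate sample mean at a set confidence after two filtering rounds, in either direction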;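 further: slope of fluorescence scaled to starting intensity during 10 to 20 s after thallium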
PERK inh: block of dimerizer-induced PERK translation repression, primary screen, PERK inhibitor project, CHO PERK-DD cells, SEAP luminescence, HTS | Eukaryotic translation initiation factor 2-alpha kinase 3 (Homo sapiens), Q9NZJ5 | inhibition, % at 5.6 µM | hit rate 0.17% among 220,000 | CHO PERK-DD fusion, SEAP luminescence translation reporter;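 active means inhibition above the mean inhibition of all tested compounds plus 3 SD, set separately per screening campaign, cut at about 2.9% in these data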;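 further: PERK kinase domain activated by AP20187 dimerizer at 100 nM; 0% = DMSO with dimerizer and 100% = rapamycin at 8.4 µM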
Calpain2 inh: inhibitors of pig calpain II, primary screen, biochemical, fluorogenic peptide substrate, 1536-well | purified calpain II, 30 min | inhibition, % at 16 µM | hit rate 0.37% among 220,000;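 active means inhibition above about 50%, limit read from the data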
* marks the source's active call; other numbers are inactive results; nt = no result given; [ ] = remark or other dose.

Structure,KLK5 inh,Furin inh,Thrombin inh,FXIIa inh 1536,FXIa inh 1536,Rad51 HR inh,KCC2 mod,PERK inh,Calpain2 inh
Cc1ccc(C23CC4CC(CC(C(=O)N5CCOCC5)(C4)C2)C3)cc1,3,-23[20 µM],-3,8,0,5,0.3,-0.1,9
Cc1ccccc1NC(=O)CC1SCCNC1=O (stereo not drawn),-3,-9[20 µM],-11,15,17,12,-0.032,0.0,-8
COc1ccc(CCN2C(=O)c3cccnc3C2=O)cc1OC,1,-11,0,17,4,-8,nt,1.5,-9
Cc1ccc(S(=O)(=O)N(Cc2ccccc2)c2ccccc2C(=O)NCc2cccnc2)cc1,-4,-15,-1,7,-1,nt,-0.95,-1.3,-10
CCOC(=O)C1(CCOc2ccccc2)CCN(Cc2ccc(CO)o2)CC1,-4,8,-5,6,0,8,0.035,-0.3,-28
CCOc1cc(/C=N/NC(=O)CN(CCc2ccccc2)S(=O)(=O)c2ccc(NC(C)=O)cc2)ccc1O,-1,-8,3,11,6,nt,-6.4*,0.4,-52
O=C(CSc1ncc(C(F)(F)F)cc1Cl)N1CCN(S(=O)(=O)c2ccccc2)CC1,-26,-11,-1,4,-15,-6,nt,-0.2,17
Cc1c(C#N)c2ncn(Cc3ccccc3)c(=O)c2n1-c1ccccc1,3,-20,-1,10,-1,9,-0.35,-0.6,-17
OC(COc1ccc2c(c1)CCC2)CN1CCN(c2cccc(Cl)c2)CC1 (stereo not drawn),5,-17[20 µM],-2,3,-8,6,nt,-0.5,15
CCNC(=S)N/N=C/c1cn(Cc2ccc(F)cc2)c2ccccc12,-9,-13,-9,0,-4,-10,1.6,-0.7,12

The list continues.
Structure,KLK5 inh,Furin inh,Thrombin inh,FXIIa inh 1536,FXIa inh 1536,Rad51 HR inh,KCC2 mod,PERK inh,Calpain2 inh
NC1=NC(=Nc2ccc(Cl)cc2)c2ccccc21,-8,-7,-15,9,2,3,-0.59,0.7,9
Cn1c(=O)n(CC(=O)NC2CCCCC2)c(=O)c2ccccc21,1,-15,2,11,3,5,0.53,-0.5,-28
O=S(=O)(N/N=C/c1ccc(OC2CSC2)cc1)c1ccccc1,-6,-18,-13,10,4,1,-0.24,0.8,-23
CN(C)S(=O)(=O)c1ccc(C(=O)N2CCN=C2SCc2cccnc2)cc1,-25,-13,2,13,-8,-1,0.46,1.1,-27
CC(C)(C)CN1CCNC(=O)C1CC(=O)N1CCN(c2ccccc2)CC1 (stereo not drawn),3,-15,1,7,4,nt,-0.77,-0.2,-6
CS(=O)(=O)N1CCN(C(=O)c2ccc(-c3ccccc3)cc2)CC1,0,3[20 µM],-7,-5,-3,9,-0.0054,1.8,-1
CCN(CC(=O)Nc1ccccc1-c1ccccc1)Cc1nc2ccccc2c(=O)[nH]1,-18,-13,nt,6,4,5,-0.41,-0.2,1
CC(C)CCOCC(=O)Nc1cccc(C(=O)O)c1,-17,-17,3,4,4,-1,0.11,0.3,5
O=C(NCc1ccc2c(c1)OCO2)c1sccc1Br,-3,-16,3,9,-5,9,0.1,0.1,6
COc1ccc(C2=Nn3c(nnc3C3CCCCC3)SC2)cc1OC,6,-9[20 µM],-1,9,-20,-2,-2.2,-2.1,-11

Remaining list, next part:
Structure,KLK5 inh,Furin inh,Thrombin inh,FXIIa inh 1536,FXIa inh 1536,Rad51 HR inh,KCC2 mod,PERK inh,Calpain2 inh
COc1ccccc1NC(=O)/C=C/C(N)=O,-11,-19[20 µM],-7,-1,-13,0,nt,1.1,25
CCn1cc(/C=N/NC(=O)c2cc3c(ccc4ccccc43)o2)c2ccccc21,-19,-13[20 µM],3,11,4,-5,0.31,1.0,-368
O=S(=O)(CCc1ccncc1)C1Cc2cccc3cccc1c23 (stereo not drawn),1,-4,-3,8,0,-3,-0.14,0.0,-9
Cc1oc(-c2cccc(Cl)c2)nc1CN1CCC(C(=O)N2CCN(c3ccccc3F)CC2)CC1,5,-17,1,9,-3,nt,0.35,-0.5,-27
CCCCCCCc1ccc(-c2ccc(O)cc2)nc1,-1,-19,-11,4,-3,-3,0.71,1.1,11
COC(=O)c1ccc(NC(=O)CS(=O)(=O)Cc2ccccc2)cc1,-16,-14,4,10,4,-5,0.86,0.0,-24
CN1CCN(C(c2cc3cc4c(cc3[nH]c2=O)OCCO4)c2nnnn2C2CCCC2)CC1 (stereo not drawn),-2,-19,0,4,8,-9,0.36,0.1,-201
O=C(/C=C\NCC(=O)c1ccccc1)c1ccc(F)cc1,2,-9[20 µM],3,6,9,-1,nt,-0.7,22
Cc1ccc(NC(=O)COC(=O)CNC(=O)c2ccc(Br)cc2)c(C)c1,-10,-12,1,10,1,-4,-0.78,0.5,20
CCOc1ncccc1C(=O)Nc1cccc(-c2nc3cccnc3s2)c1,1,-18,-2,11,1,nt,-0.46,-0.5,-112

Going on with the list:
Structure,KLK5 inh,Furin inh,Thrombin inh,FXIIa inh 1536,FXIa inh 1536,Rad51 HR inh,KCC2 mod,PERK inh,Calpain2 inh
O=C(CN(Cc1ccc(F)cc1)C(=O)C1CSC(=O)C1)NC1CCCCC1 (stereo not drawn),6,-23[20 µM],4,17,6,5,-0.83,-0.8,7
CN(Cc1ccccc1)Cc1ccccc1F,1,-30,4,11,10,-8,-0.71,0.1,-23
CCc1ccc(-c2csc(NC(=O)C3CC(=O)N(c4ccc5c(c4)OCCO5)C3)n2)cc1 (stereo not drawn),-16,-43,-12,0,3,6,-2.5,-0.3,-81
Cc1noc(NS(=O)(=O)c2ccc(NC(=O)CCC3CCCC3)cc2)c1C,-7,-20[20 µM],-5,-1,-3,-1,nt,0.1,-22
COCCSc1ccccc1C(=O)Nc1ccc2c(c1)OCCO2,-9,-8[20 µM],-5,-1,-5,0,-0.13,-0.1,33
COc1ccc(-n2cnnc2SCC(=O)Nc2nc(C)c(Cl)cc2Cl)cc1,-11,-20[20 µM],1,17,5,-5,-0.27,-1.3,20
COc1ccccc1/C=C/C=N/NC(=O)c1ccco1,1,0,-9,8,1,nt,-0.72,0.6,-32
CCCCCCCCCC(=O)N/N=C(\C)c1cccnc1,-5,-7[20 µM],2,31,29,-5,-0.047,0.0,10
O=c1[nH][nH]cc1C=Nc1cc(Cl)ccc1O,-19,-17,-12,-4,-3,3,-0.025,0.1,13
O=C(Nc1cc(C(F)(F)F)ccc1N1CCOCC1)c1ccco1,-5,-15[20 µM],-11,-2,2,-27,-0.39,0.7,-10

(listing goes on)
Structure,KLK5 inh,Furin inh,Thrombin inh,FXIIa inh 1536,FXIa inh 1536,Rad51 HR inh,KCC2 mod,PERK inh,Calpain2 inh
CN1CCN(C(=S)c2cn(Cc3ccc(Br)cc3)c3ccccc23)CC1,-4,-9,-4,5,-5,1,nt,-0.5,-55
CCC12CN3CC(CC)(CN(C1)C3c1ccc([N+](=O)[O-])o1)C2=O (stereo not drawn),4,-29,-2,13,0,6,1.5,1.6,-28
CC(C)CN(C(=O)CSc1nnnn1C)C1CCS(=O)(=O)C1 (stereo not drawn),6,-37,-12,6,-2,28,0.033,1.9,-34
CCn1nc(C(=O)Nc2ccc(S(=O)(=O)Nc3ncccn3)cc2)c2ccccc2c1=O,2,-22,-2,8,1,-4,0.72,-0.5,-12
Sc1oc(-c2ccccc2)cc1C=Nc1ccccc1,-18,-22[20 µM],-1,4,-5,-5,2.6,0.2,-25
CC1CCc2nc(NC(=O)Cc3cccs3)sc2C1 (stereo not drawn),-31,-16[20 µM],-5,28,23,8,-1.2,0.2,3
O=C(NC(=S)Nc1ccc(CN2CCOCC2)cc1)c1ccc(-c2ccc(Cl)cc2)o1,-3,0,-14,2,-2,nt,1.9,0.9,-3
CC(=O)C1=C(C)NC(SCC(N)=O)=C(C#N)C1C (stereo not drawn),11,-20[20 µM],-1,7,-7,-6,0.48,1.1,3
CCN1CCN(c2nc(N(C)c3ccccc3)nc(N)c2[N+](=O)[O-])CC1,1,-13,1,9,2,4,0.39,-1.0,-3
Cc1cc(-c2nnc(SCC(=O)NC3CCCC3)o2)no1,-3,-28,-2,2,-1,-1,7.1*,-0.3,-2

Structures listed above shown as hits in KCC2 mod.
mol,KLK5 inh,Furin inh,FXIIa inh 1536,FXIa inh 1536,Rad51 HR inh,KCC2 mod,PERK inh,Calpain2 inh
CCOc1cc(/C=N/NC(=O)CN(CCc2ccccc2)S(=O)(=O)c2ccc(NC(C)=O)cc2)ccc1O,-1,-8,11,6,nt,-6.4*,0.4,-52
Cc1cc(-c2nnc(SCC(=O)NC3CCCC3)o2)no1,-3,-28,2,-1,-1,7.1*,-0.3,-2

Molecules above that contain two or more sulfur atoms, in the order listed:
Structure,KLK5 inh,Furin inh,Thrombin inh,FXIIa inh 1536,FXIa inh 1536,Rad51 HR inh,KCC2 mod,PERK inh,Calpain2 inh
O=C(CSc1ncc(C(F)(F)F)cc1Cl)N1CCN(S(=O)(=O)c2ccccc2)CC1,-26,-11,-1,4,-15,-6,nt,-0.2,17
O=S(=O)(N/N=C/c1ccc(OC2CSC2)cc1)c1ccccc1,-6,-18,-13,10,4,1,-0.24,0.8,-23
CN(C)S(=O)(=O)c1ccc(C(=O)N2CCN=C2SCc2cccnc2)cc1,-25,-13,2,13,-8,-1,0.46,1.1,-27
CC(C)CN(C(=O)CSc1nnnn1C)C1CCS(=O)(=O)C1 (stereo not drawn),6,-37,-12,6,-2,28,0.033,1.9,-34
CC1CCc2nc(NC(=O)Cc3cccs3)sc2C1 (stereo not drawn),-31,-16[20 µM],-5,28,23,8,-1.2,0.2,3

(list continues)
Structure,KLK5 inh,Furin inh,Thrombin inh,FXIIa inh 1536,FXIa inh 1536,Rad51 HR inh,KCC2 mod,PERK inh,Calpain2 inh
O=[N+]([O-])c1ccc2oc(-c3cccc(O)c3)nc2c1,20,-25,0,14,3,nt,nt,1.4,-11
CC(NC(=O)C1CCCCC1)C(c1cccs1)N1CCOCC1 (stereo not drawn),0,-32,-5,11,1,6,0.11,nt,-15
Cc1cc(N2CCCCC2)nc(N2CCOCC2)n1,7,-15[20 µM],0,19,5,1,nt,0.5,-28
COc1ccccc1NS(=O)(=O)c1cc(NC(=O)C2CCC2)ccc1N1CCCCC1,1,-14,-8,10,6,nt,1.9,-1.2,31
Cc1c(C(=O)OCCOC(C)C)[nH]c2c1C(=O)CC(c1ccco1)C2 (stereo not drawn),-32,-20,-4,3,-2,-5,-0.63,0.6,-64
CCCCCOC(=O)NCC(O)c1ccccc1 (stereo not drawn),-9,-4,1,-7,2,-8,-2.6,-0.6,-2

Only part of the results is shown (hit frequency here may not be typical).
